CatL block – inhibitors of human cathepsin L, biochemical. inhibition, %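 (tested at 10 µM)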. 0.17% of 58,000 active. purified cathepsin L, fluorogenic substrate, fluorescence. AID 460, 2006; in the data active = inhibition above about 45%;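 also: 0% = enzyme with no compound and 100% = no enzyme blank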
Target sequence (P07711 114-288 limits assumed): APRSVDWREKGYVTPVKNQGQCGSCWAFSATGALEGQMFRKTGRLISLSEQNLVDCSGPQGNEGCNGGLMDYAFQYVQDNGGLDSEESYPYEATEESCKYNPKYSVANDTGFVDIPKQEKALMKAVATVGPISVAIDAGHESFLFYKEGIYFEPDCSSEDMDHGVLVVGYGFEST
Target sequence (P07711 292-333 limits assumed): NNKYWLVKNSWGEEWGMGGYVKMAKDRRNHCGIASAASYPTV
PKA kinase inh – inhibitors of human PKA kinase activity, primary screen, biochemical, ATP-depletion luminescence, Kemptide substrate. PKA Kemptide phosphorylation, Kinase-Glo ATP luminescence. 0.1% of 65,000 active. cAMP-dependent protein kinase catalytic subunit alpha (Homo sapiens), P17612. inhibition, % at 6 µM;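 active = inhibition above the screen-wide mean inhibition plus 3 SD, cut at about 21% in these data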; also: many of its hits are not listed in these tables
C1s inh – complement C1s protease inhibitors, primary screen, biochemical, 10-compound mixtures; 0.16% of 62,000 active; AID 538, 2006; mean inhibition % of two 10-compound mixtures (active compounds read high), % at 5 µM (by protocol); Complement C1s subcomponent (Homo sapiens), P09871; purified C1s, fluorogenic AMC substrate, pooled mixtures;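 active = inhibition above 20% in each of the two 10-compound mixture wells holding the compound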;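 also: 0% = enzyme wells lacking compound mixture and 100% = no-enzyme blank wells; some compounds called inactive have numbers as strong as hits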
ROCK2 blocker – inhibitors of human ROCK2 kinase, primary screen, biochemical, high-throughput, luminescence. inhibition, % at 6 µM. 0.35% of 60,000 active. purified ROCK2, Kinase-Glo ATP depletion luminescence;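 active = inhibition above the screen-wide mean inhibition plus 3 SD, cut at about 18% in these data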;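 also: plate controls were DMSO wells for no effect and Y-27632 control wells after no-enzyme background subtraction for full effect; many of its hits are not listed in these tables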
JNK3 inh – JNK3 kinase activity inhibitors, primary screen, biochemical, human, purified enzyme | 0.61% of 60,000 active | HTS | inhibition, % at 8 µM | AID 746, 2007 | Mitogen-activated protein kinase 10 (Homo sapiens), P53779; in the data active = inhibition above about 17%;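 also: 0% = DMSO and 100% = reference inhibitor; many of its hits are not listed in these tables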
CatG inh – human cathepsin G inhibitors, primary screen, biochemical, pooled compound mixtures, AMC fluorescence; inhibition, % at 5 µM (by protocol); purified enzyme, AMC-tetrapeptide fluorescence; 0.2% of 62,000 active; P08311; AID 581, 2007;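 active = inhibition above 20% in each of the two mixture wells holding the compound; inactive = inhibition of 20% or less in either well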;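 also: 0% = enzyme control without mixture and 100% = blank lacking enzyme; strong numbers were not always called active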
CatS inh – inhibitors of human cathepsin S, biochemical, compound mixtures; inhibition, %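 (tested at 5 µM per compound within 10-compound mixtures)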; AID 501, 2006; 0.06% of 62,000 active; P25774; recombinant cathepsin S, AMC dipeptide fluorescence, pooled mixtures; in the data active = inhibition above about 32%, passing the limit was not always enough; inconclusive = no clear call, values can overlap the other calls;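 also: 0% = enzyme without compound and 100% = blank without enzyme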
FXIa inh mix – FXIa protease inhibitors in compound pools, primary screen, biochemical, 10-compound mixtures; 0.19% of 62,000 active; AID 680, 2007; Coagulation factor XI (Homo sapiens), P03951; purified FXIa, fluorogenic substrate, pooled mixtures; inhibition, % at 5 µM;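 also: each value is inhibition by a whole ten-compound pool holding the compound; 0% = enzyme with no mixture and 100% = wells lacking enzyme; strong numbers were not always called active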
Target sequence (P03951 19-387 limits assumed): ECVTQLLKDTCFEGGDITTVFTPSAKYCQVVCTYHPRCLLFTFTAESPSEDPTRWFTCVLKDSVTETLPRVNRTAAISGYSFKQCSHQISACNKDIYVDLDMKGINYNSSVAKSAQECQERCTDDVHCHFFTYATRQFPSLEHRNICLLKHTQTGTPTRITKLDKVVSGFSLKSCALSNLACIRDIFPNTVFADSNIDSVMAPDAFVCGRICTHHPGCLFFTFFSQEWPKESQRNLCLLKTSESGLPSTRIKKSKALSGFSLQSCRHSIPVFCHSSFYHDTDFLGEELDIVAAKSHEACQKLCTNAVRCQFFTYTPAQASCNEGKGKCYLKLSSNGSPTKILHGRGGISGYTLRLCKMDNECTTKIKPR
Target sequence (P03951 388-625 limits assumed): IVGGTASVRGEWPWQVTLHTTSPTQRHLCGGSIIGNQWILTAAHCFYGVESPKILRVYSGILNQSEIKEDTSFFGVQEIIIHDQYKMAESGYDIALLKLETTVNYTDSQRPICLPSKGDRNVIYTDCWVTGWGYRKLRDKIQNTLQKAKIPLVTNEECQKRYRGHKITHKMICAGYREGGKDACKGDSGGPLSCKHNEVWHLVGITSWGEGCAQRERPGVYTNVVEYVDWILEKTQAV
FXIIa inh mix – human factor XIIa inhibitors, primary screen, biochemical, pooled compound mixtures, fluorogenic substrate; Coagulation factor XII (Homo sapiens), P00748; purified FXIIa; inhibition, % at 5 µM; 0.2% of 62,000 active;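 also: 0% = enzyme without compound and 100% = no enzyme blank; some results filed as inactive read as strong as hits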
Active calls of the source: *; u = inconclusive; x = no result given. Rule as the data show it, unless noted: active = inhibition above about 20% (passing the limit was not always enough); inactive = the rest.

SMILES,FXIIa inh mix,ROCK2 blocker,CatS inh,FXIa inh mix,JNK3 inh,C1s inh,CatL block,PKA kinase inh,CatG inh
Cc1cc(S(=O)(=O)NCC(C)C)ccc1OCC(=O)N1CCN(Cc2ccccc2)CC1,2,0,-1,-2,5,13,18,0,13
Cc1ccc(-n2c(O)c(C=NCc3cccnc3)c(=O)[nH]c2=O)cc1C,5,2,-3,6,4,1,8,10,-2
COCCCn1c(N)c(C(=O)OCCOC)c2nc3ccccc3nc21,8,6,2,-15,2,-87,-77,9,-7
CCCC(=O)OCC[N+](C)(C)C,0,0,-16,7,2,3,-10,-5,3
CC1=CC(=C2C(=O)NC(=O)NC2=O)C=C(C(F)(F)F)N1C(C)C,-8,3,8,0,5,-29,6,8,6
O=S(=O)(c1ccc(Cl)cc1)N1CN2CCN(C2)C1,11,2,18,9,7,-2,-6,7,4
Cc1cccc(-c2nc3ccccc3c(=O)n2-n2cccc2)c1,9,1,-5,2,5,9,-12,-2,11
Cc1ccc(NC(=O)CSc2nnc([C@@H](N)Cc3c[nH]c4ccccc34)o2)c(C)c1,6,2,2,2,1,1,93*,4,10
CC(=NCC1CCCO1)c1c(O)n(-c2ccccc2)c(=O)[nH]c1=O (stereo not given),-1,2,-2,7,3,4,0,-2,3
c1ccc2c3c([nH]c2c1)CNCC3,3,-11,8,2,-5,5,-3,-12,10
O=C1C2CCN(CC2)[C@@H]1Cc1ccc2ccccc2c1O,x,13,x,x,3,x,2,4,x
CC1SC2(CN3CCC2CC3)NC1=O (stereo not given),2,5,12,6,8,20,28,5,1
O=C1CC(c2ccccc2)CC(O)=C1C=NCCN1CCN(C(=O)Cc2ccccc2)CC1 (stereo not given),4,x,14,28,x,0,5,x,37
CC(=O)Nc1ccc(OC(=O)N(C)C)cc1,2,3,-2,2,-6,-41,-10,4,-6
CC(=C1C(=O)c2ccccc2C1=O)N1CCN(CCN=Cc2c(O)n(C)c(=O)n(C)c2=O)CC1,x,3,x,x,0,x,24,4,x
CCCN1CCC2(CC1)NC(CO)(CO)CO2,-17,6,10,-2,-6,1,10,4,7
Nc1ccc(S(=O)(=O)N2CCCCC2c2cccnc2)cc1 (stereo not given),1,-1,-6,5,-2,15,-8,4,12
NS(=O)(=O)c1ccc(N=Cc2c(O)n(C3CCCCC3)c(=O)n(C3CCCCC3)c2=O)cc1,-17,4,-2,7,0,-21,-5,6,-6
CN1CCN(Cc2ccccc2C(F)(F)F)CC1,x,-3,16,7,3,x,x,-6,-2
NC(=O)Nc1cccc(C(F)(F)F)c1,-5,3,-9,3,-2,-11,0,4,-9
CCOC(=O)/C(CCCN(CC)CC)=N\O,-17,4,-6,4,-2,15,1,-1,12
Cc1cc2c(C(F)(F)F)cc(=O)oc2c2c1NCCC2,5,5,-17,-6,4,-11,-95,6,6
Cc1cc(Cl)ccc1OCC(=O)O,8,6,2,-1,3,6,-5,6,9
NC(=O)CN1C2CCC1CC(NC(=O)C1CC1)C2 (stereo not given),6,4,8,0,5,11,21,10,10
COC(=O)C(O)(c1ccc(N(C)S(=O)(=O)c2ccccc2)cc1)C(F)(F)F (stereo not given),3,-1,-7,5,-5,13,-1,-2,11
Cc1cc([P+](=O)O)c(C)n1-c1ccc(Br)cc1,1,4,-4,3,4,13,-5,9,9
CCCCn1c(O)c(C=NC2CC3CCC2(C)C3(C)C)c(=O)[nH]c1=O (stereo not given),2,0,3,5,1,6,9,2,9
CCC(=NCc1ccc2c(c1)OCO2)c1c(O)n(C)c(=O)n(C)c1=O,2,7,3,-2,7,3,x,7,12
COc1ccc(Nc2ncc(C(=O)N3CCC4(CC3)OCCO4)c3ccccc23)cc1,4,0,-4,6,-8,8,6,4,9
COCCCn1c(N)c(C(=O)NCCC(C)C)c2nc3ccccc3nc21,-16,3,-8,-13,5,-39,-36,-2,5
CCOC(=O)c1c(-c2ccccc2)oc2ccc(OC(=O)N(C)C)cc12,10,-1,8,1,4,-24,-17,2,-13
Oc1ccc(Br)cc1CN1CCN(c2ccccc2)CC1,-2,4,5,2,-2,16,30,4,12
NCCCP(=O)(O)CCc1ccccc1,0,1,13,4,4,-5,0,5,0
Cn1cc(CCC(=O)N2CCC3(CC2)OCCO3)c2ccccc21,10,6,-2,4,0,2,3,11,1
CC(C)CC1C(C#N)=C(N)Oc2c1c(=O)oc1ccccc21 (stereo not given),-1,3,0,0,4,1,-11,-1,5
Cc1nnc2ccc(N3CCN(C)CC3)nn12,9,3,-4,-8,-3,-45,12,6,-8
Cc1cc(C)n2nc(SC(C)C(=O)N3CCC4(CC3)OCCO4)nc2n1 (stereo not given),-1,17,1,8,1,-31,12,4,0
O[C@H]1C2CCC1C(N1CCCCC1)CC2 (stereo not given in full),1,3,-4,9,-4,10,-11,1,8
O=C1NC(=O)C2(Cc3c(nc4ccccn4c3=O)N3CCCCCC32)C(=O)N1Cc1ccccc1 (stereo not given),9,-1,-3,8,5,7,-3,1,10
COC(=O)COc1cc(C)cc2oc(=O)c3c(c12)CCCC3,3,x,1,5,x,2,17,0,4
CCC1CCCCN1P(=O)(c1ccc(C)o1)C(C)(C)C (stereo not given),-19,-1,-6,1,9,-25,0,0,-4
CC(=O)N1CCN(c2ccc(N=Cc3c(O)n(-c4ccc(Cl)cc4)c(=O)[nH]c3=O)cc2)CC1,10,-6,-17,10,-9,-1,5,-9,3
CN(C)P1(N(C)C)=Nc2c(c(N)nn2C)C(c2ccccc2)=N1,10,x,3,6,x,-4,x,-6,-3
O=c1[nH]c(=O)n(Cc2ccco2)c(O)c1C=NCCN1CCOCC1,x,9,x,x,2,x,-12,1,x
CCCCC12CNCC(C)(CNC1)C2=O,3,1,2,2,3,12,17,5,9
OC1(c2cccnc2)CC2CCC(C1)N2Cc1nnnn1Cc1ccccc1 (stereo not given),4,0,-3,17,-3,7,8,0,2
CCC(=NCC1CCCO1)c1c(O)n(Cc2ccccc2)c(=O)[nH]c1=O (stereo not given),1,2,11,-2,0,5,1,1,11
O=C(C1CC(=O)N(c2ccc(F)c(Cl)c2)C1)N1CCC2(CC1)OCCO2 (stereo not given),3,3,1,0,-4,3,-5,12,7
Cc1oc2ccc(OC(=O)N(C)C)cc2c1C(=O)OC(C)C,-19,-5,18,14,2,8,8,-1,22
CN(C)C(=O)Nc1cccc(OC(=O)N(C)C)c1,8,5,-14,3,2,11,25,3,10
COc1ccc(-n2c(O)c(C(C)=NC3CC3)c(=O)[nH]c2=O)cc1,-14,6,-6,1,1,-6,-1,13,-4
Nc1cccc(N=Cc2c(O)n(Cc3ccc(F)cc3)c(=O)[nH]c2=O)c1,6,0,-5,-2,-3,-13,-1,7,4
O=C1NC(=O)[C@]2(Cc3ccccc3N3CCN(c4ccccc4)CC32)C(=O)N1c1ccccc1 (stereo not given in full),10,5,-4,0,-2,5,7,6,11
Cc1cc(S(=O)(=O)NCc2ccccc2)ccc1OCC(=O)N1CCN(C)CC1,1,0,0,9,-3,14,x,1,10
CS(=O)(=O)N1CCCC(C(=O)N2CCC3(CC2)OCCO3)C1 (stereo not given),5,6,-5,2,-4,-32,4,14,-10
C=CCn1c(O)c(C(C)=NC2CC2)c(=O)[nH]c1=O,6,0,6,2,-1,4,-2,-3,8
COC(=O)c1cncn1C(C)c1ccccc1 (stereo not given),7,x,7,0,x,10,32,0,-3
Cc1nc2cc(F)ccc2n1C1CCN(Cc2nnnn2CCc2ccccc2)CC1,-1,4,-3,1,3,3,16,11,9
CC(=O)c1c(C)[nH]c(C(=O)N2CCC3(CC2)OCCO3)c1C,3,4,-2,4,3,1,2,5,8
COC(=O)C(O)(c1cn(C)c2ccccc12)C(F)(F)F (stereo not given),-1,4,0,10,1,4,3,0,0

(more compounds)
SMILES,FXIIa inh mix,ROCK2 blocker,CatS inh,FXIa inh mix,JNK3 inh,C1s inh,CatL block,PKA kinase inh,CatG inh
Cc1cc(OCC(=O)OC(C)(C)C)c2c3c(c(=O)oc2c1)CCC3,-14,0,-13,-26,-7,-205,14,-8,-10
O=C(Cc1ccccc1)N1CCN(Cc2ccccn2)CC1,-20,2,0,3,-1,4,0,4,7
O=C1NC(=O)C2(Cc3ccccc3N3CCCC32)C(=O)N1c1cccc(Cl)c1 (stereo not given),10,7,7,-9,-1,-35,1,12,-12
Cc1ccc(CCN2CC(C(=O)N3CCC4(CC3)OCCO4)CC2=O)cc1 (stereo not given),-4,-1,-7,5,-2,-25,-6,2,-1
CCN1CCN(Cc2ccc(OC(F)(F)F)cc2)CC1,46,-3,3,6,-2,16,-2,-5,11
CC(C)C1(C)N=C(c2nc3ccccc3cc2C(=O)O)NC1=O (stereo not given),0,7,-3,7,0,3,-4,6,-2
COC(=O)c1cc2c(s1)=NC=NP=2(N1CCOCC1)N1CCOCC1,1,-3,17,3,4,-3,10,-7,4
Cc1nc2cc(-c3cccc(F)c3)nn2c(C)c1CCC(=O)N1CCC2(CC1)OCCO2,-5,-6,-13,-7,-2,-65,-5,-7,2
COC(=O)CC1=C(C(=O)OC)C2(C(=O)Nc3c(C)cccc32)C(C#N)=C(N)O1 (stereo not given),12,-1,3,-11,13,-76,12,1,-10
Cc1cc2c(s1)NC(=O)CN=C2c1cccs1,18,x,-1,5,x,5,8,9,1
N=c1c[n+](CC23CC4CC(CC(C4)C2)C3)[n-]o1,10,3,-8,7,-1,3,3,-4,4
C=Cn1c(P(=S)(N2CCOCC2)N2CCOCC2)cc2c1CCCC2,3,3,1,0,-5,-45,8,0,-12
COC(=O)CC1NC2CCCCC2NC1=O (stereo not given),-4,7,7,-2,3,6,-3,6,2
COc1ccc(C2=NCC(=O)N(CC(=O)NCc3ccco3)c3sc4c(c32)CCCC4)cc1OC,-4,6,16,2,6,4,3,12,-6
CCC(=NCCCN(CC)CC)c1c(O)n(-c2ccccc2)c(=O)[nH]c1=O,4,7,-7,6,1,15,5,3,7
CN1C(=O)C(Cc2cccs2)C(=O)N(C)C1=O,-17,3,-5,4,0,-12,-5,12,7
C=CCn1c(O)c(C(CC)=NCc2cc(OC)cc(OC)c2)c(=O)[nH]c1=O,5,3,12,6,5,15,12,13,11
O=C(Nc1ccc(OC(=O)N2CCCC2)cc1)N1CCOCC1,1,-8,-10,1,7,-11,-7,-3,0
CC(C)(C)c1nc(N2CCN(C(=O)c3ccco3)CC2)c2nnn(Cc3ccccc3Cl)c2n1,0,-7,u,-3,-1,-24,-2,-8,-13
Nc1ccc(C2(c3ccc(N)cc3)CN3CCC2CC3)cc1,-21,-8,0,-4,-14,-29,-6,2,5
O=c1cc(C2CCNCC2)[nH][nH]1,6,5,5,-10,-2,-17,28,8,8
Cc1ccc(CN2CCN(C)CC2)c(C)c1,x,7,x,x,-5,4,x,10,x

Screening results as filed in PubChem BioAssay.

Not all compounds are listed, so the mix of outcomes need not match the whole.
